# LYP inhibition = inhibitors of LYP phosphatase, biochemical, fluorescence intensity, uHTS (AID 1779). recombinant LYP phosphatase, fluorescence intensity; higher % means a stronger effect. inhibition, % at 11.5 µM, or IC50 in µM where a hit was titrated. 290,000 compounds, 0.054% hits; in the data active = inhibition above about 50%;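 also: plate controls were vehicle with enzyme for no effect and no enzyme for full effect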
# WT yeast gro inh = growth inhibition of WT strain, primary screen, mitochondrial fusion inhibitor project, WT and mutant strains, chemical genetic | mitochondrial fusion phenotypic screen | inhibition, % at 10 µM | 190,000 compounds, 2.1% hits | AID 1362, 2008; in the data active = inhibition above about 58%; tested in S. cerevisiae
# GPR35 arrestin U2OS = GPR35 antagonists blocking zaprinast-driven arrestin recruitment, primary screen, imaging, U2OS, beta-arrestin-GFP, zaprinast agonist (AID 2058). G-protein coupled receptor 35 (Homo sapiens). U2OS GPR35 beta-arrestin-GFP translocation imaging, zaprinast antagonism; higher % means a stronger effect. one-dose inhibition, % at 10 µM; IC50 in µM for titrated hits. 290,000 compounds, 0.052% hits;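 active = inhibition of at least 50% with at least 30 cells and total cytoplasm GFP at most 10,000,000; inconclusive = under 30 cells or total GFP of 10,000,000 plus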
# AID2073 = inhibitors of Mint1-CaV2.2 protein interaction, biochemical, HTRF (AID 2073). Voltage-dependent N-type calcium channel subunit alpha-1B (Homo sapiens). HTRF protein-protein interaction, Mint1-CaV2.2; higher % means a stronger effect. inhibition, % at 20 µM, or IC50 in µM where a hit was titrated. 290,000 compounds, 0.19% hits; in the data active = inhibition mostly above about 51%, no sharp cut-off; inconclusive = no clear call, values can overlap the other calls; inactive = mostly below about 53%; also: some results filed as inactive read as strong as hits
# NTR1 agonist = agonists of NTR1, primary screen, imaging, U2OS cells, beta-arrestin-GFP, high content (AID 493036); Neurotensin receptor type 1 (Homo sapiens), P30989; NTR1-U2OS beta-arrestin-GFP spot imaging, agonist mode; activation, % at 20 µM; 330,000 compounds, 0.17% hits;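 active = activation at or above 40% of the spot to cytoplasm intensity ratio, with at least 20 cells analyzed; inconclusive = wells under 20 cells, flagged as cytotoxic or low count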;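 also: 0% = DMSO without peptide and 100% = 100 nM NTR1 peptide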
# Target sequence (P30989 whole entry, looked up): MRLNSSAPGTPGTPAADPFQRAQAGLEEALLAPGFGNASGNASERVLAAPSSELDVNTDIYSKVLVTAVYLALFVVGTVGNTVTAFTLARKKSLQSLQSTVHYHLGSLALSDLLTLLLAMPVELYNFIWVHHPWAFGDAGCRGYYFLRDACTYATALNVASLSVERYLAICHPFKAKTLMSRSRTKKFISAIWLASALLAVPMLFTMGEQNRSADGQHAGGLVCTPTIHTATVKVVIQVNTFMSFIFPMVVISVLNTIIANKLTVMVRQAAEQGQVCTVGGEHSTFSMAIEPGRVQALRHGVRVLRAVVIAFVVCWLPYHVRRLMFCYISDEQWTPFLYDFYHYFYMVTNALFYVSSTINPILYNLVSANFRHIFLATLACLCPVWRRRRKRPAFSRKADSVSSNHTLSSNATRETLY
# NS5 inhibitors = Dengue-2 NS5 methyltransferase inhibitors, primary screen, biochemical, confirmation dose response (AID 588689) | one-dose inhibition, % at 25 µM; IC50 in µM for titrated hits | Genome polyprotein (Dengue virus type 2 (strain 16681-PDK53)) | Dengue-2 NS5 methyltransferase capping enzyme assay, biochemical; higher % means a stronger effect | 340,000 compounds, 0.3% hits; in the data active = a potency from the dose series; inconclusive = inhibition above about 29% without an active follow-up result
# K1F lysis inhibition = inhibition of K1F phage lysis, E. coli UTI89, bacterial capsule biogenesis inhibitors, alamar blue (AID 488966) | E. coli UTI89 K1F phage lysis, alamar blue, 2 h; higher % means a stronger effect | inhibition, % at 100 µM, or IC50 in µM where a hit was titrated | 340,000 compounds, 0.02% hits;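 active = phage lysis inhibition, versus mean bacterial control, above a set limit; inconclusive = no clear call, values can overlap the other calls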;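 also: capsule biogenesis inhibitors block K1F phage lysis so surviving cells raise fluorescence; higher fluorescence means more inhibition of phage lysis; actives were called in the ten point dose series up to 300 µM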
# RSV antiviral HEp-2 = RSV antiviral activity via CPE protection, HEp-2 cells, primary 10 µM value included (AID 2391); HEp-2 cells, RSV-induced CPE inhibition; higher % means a stronger effect; CPE inhibition, % at 10 µM; hits with a dose series show IC50 in µM; 310,000 compounds, 0.13% hits; in the data active = a potency from the dose series; inconclusive = CPE inhibition mostly from about 23% at the one dose, without a potency; inactive = the rest, 99 in 100 with CPE inhibition below about 21%; also: strong numbers were not always called active
# Autophagy mod = autophagy modulators in MEF cells, primary screen, imaging, high-content, MEF GFP-LC3 | calls only at 10 µM (by protocol) | 190,000 compounds, 0.98% hits | AID 463193, 2010 | MEF GFP-LC3 puncta imaging; test concentration mostly 10 µM;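 active = percentage of spot-positive cells more than 3 SD above its plate mean, without a fluorescence outlier flag or 80% toxicity; inconclusive = no clear call, values can overlap the other calls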;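 also: spot-positive cell cutoff set from DMSO-treated cells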
# WT yeast gro inh mutant strain = also measured in WT yeast gro inh; calls as there; inhibition, %; mitochondrial fusion phenotypic screen, mutant strain inhibition
# Autophagy mod cell loss 18 h = further read-out of Autophagy mod, marked with its call; toxicity, %; measured here: cell loss, nuclei count;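 cell loss after 18 h compound exposure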
# NTR1 agonist cell count 20 µM = second read-out of NTR1 agonist, no call of its own (marks repeat the call); cell count; measured here: cell count, cytotoxicity flag
# NS5 inhibitors pilot replicate = second read-out of NS5 inhibitors, no call of its own (marks repeat the call); inhibition, %; measured here: pilot screen replicate inhibition
# * marks the source's active call; other numbers are inactive results; i = inactive; ? = inconclusive; . = no result given; [ ] = dose if it differs, or a comment.
SMILES,LYP inhibition,WT yeast gro inh,WT yeast gro inh mutant strain,GPR35 arrestin U2OS,AID2073,NTR1 agonist,NTR1 agonist cell count 20 µM,NS5 inhibitors,K1F lysis inhibition,RSV antiviral HEp-2,Autophagy mod,Autophagy mod cell loss 18 h,others
O=C(NCc1cccc2[nH]ccc12)C1CCC(=O)N(CCc2ccc(Cl)cc2)C1 (stereo not given),-7%,.,.,2%,2%,-1.0,46,-4%,0.6%[50 µM],0.0%,.,.,
COc1cc2nc(COc3ccccc3[N+](=O)[O-])oc(=O)c2cc1OC,-2%,-5,-14,-4%,2%,0.1,49,-5%,1.4%,1.4%,i,7,
CCOC(=O)c1cc(NC(=O)NCc2ccco2)c(C)nc1C,0%,10,4,-5%,4%,3.0,46,6%,-0.5%,0.6%,i,13,
CSc1ncccc1C(=O)Nc1ccc2c(c1)OCO2,.,.,.,.,.,1.7,42,-1%,0.5%[50 µM],4.0%,.,.,
CCn1ncc2c(OCc3ccc(C#N)cc3)cc(C)nc21,-4%,29,12,-4%,-4%,5.6,89,1%,-0.3%,2.3%,i,8,
CC1CC(C)CN(S(=O)(=O)c2cccc(C(=O)N3C(=O)c4cccc(N)c4C3=O)c2)C1 (stereo not given),-7%,2,12,-10%,20%,-2.9,78,25%,-0.3%,2.1%,i,1,
O=C(C1CCCCC1)N1CCCn2c1nc1ccccc12,-6%,0,3,20%,-8%,1.6,37,-1%,0.8%,0.9%,i,-5,
CCC(C)c1ccc(NC(=O)c2cccnc2)cc1 (stereo not given),8%,33,23,-7%,-5%,2.0,58,-8%,7.6%,5.2%,i,0,
O=C(/C=C/Nc1ccc([N+](=O)[O-])cc1Br)c1cccc2ccccc12,1%,22,-12,1%,-5%,-0.1,31,-1%,0.0%,2.8%,i,14,
O=C(N/N=C\c1ccoc1)c1ccco1,-3%,.,.,9%,-4%,-1.3,56,-2%,0.4%,1.4%,.,.,
CC1CCCC(C)N1CCCNC(=O)Cn1ncc2c([nH]c3ccccc32)c1=O (stereo not given),-9%,.,.,13%,12%,-0.2,59,-6%,0.1%,0.5%,.,.,
Cc1ccc2cccc(OCCOCCOc3ccccc3Br)c2n1,3%,28,16,6%,2%,4.1,45,4%,7.7%,8.3%,i,6,
C=CCSc1[nH]c(=O)cc(C)c1C(N)=O,-6%,-11,-26,25%,-2%,-0.5,72,2%,1.0%,1.4%,i,-9,
CSc1ccccc1OCc1cc(C(=O)N2CCc3[nH]cnc3C2c2ccccn2)no1 (stereo not given),-10%,.,.,2%,15%,-1.0,61,-5%,1.6%[50 µM],2.7%,.,.,
CCOc1ccccc1NC(=O)CN1CCCCCC1,-4%,.,.,-1%,9%,0.2,54,-5%,0.1%,2.0%,.,.,NS5 inhibitors pilot replicate=4.0
Clc1ccc(C2CC(c3cccs3)n3ncnc3N2)cc1Cl (stereo not given),0%,16,2,-10%,-4%,0.1,55,-7%,-5.1%,1.2%,i,12,
CC(CCc1ccco1)NC(=O)c1cccc2c1C(=O)N(C1CCCCC1)C2 (stereo not given),10%,60*,39*,2%,-1%,0.0,90,.,i,9.3%,i,-5,
Nc1cccc(NC(=O)CCC(=O)NCc2ccco2)c1,-11%,.,.,-10%,-7%,0.4,60,3%,4.8%,0.2%,.,.,
CS(=O)(=O)c1ccc2nc(NC(=O)C3C4C=CC(C4)C3C(=O)O)sc2c1 (stereo not given),-1%,-13,-10,-1%,1%,-2.2,34,1%,0.6%,2.7%,i,-7,
O=C(O)CNC(=O)/C(=C/c1ccco1)NC(=O)/C=C/c1ccccc1,-2%,-1,2,1%,11%,0.1,73,-7%,1.2%[50 µM],1.2%,i,6,
CC(C)N(CC(N)=O)c1ncnc2sc(-c3ccccc3)cc12,-4%,.,.,-3%,16%,-1.6,51,-4%,-0.2%,48%,.,.,
CCCN(CC(=O)Nc1ccccc1OC)C(=O)CCCN1C(=O)c2ccccc2C1=O,.,.,.,.,.,-0.7,66,-4%,0.8%[50 µM],1.5%,.,.,
CCC1CCCCN1C(=O)c1ccc([N+](=O)[O-])o1 (stereo not given),-1%,.,.,-8%,1%,-1.1,46,-4%,-1.1%,1.9%,.,.,
Cc1ccc(S(=O)(=O)CC(O)COc2ccc(C#N)cc2)cc1 (stereo not given),-9%,3,5,-10%,0%,2.6,38,-10%,-0.2%,-1.1%,i,15,
C=C(C)C1CC=C(C)/C(=N/NC(=O)c2ccccc2[N+](=O)[O-])C1 (stereo not given),-3%,-2,-5,15%,-6%,1.9,57,1%,-2.3%,0.6%,i,-9,
CC(C)n1c(O)c(N=NC(=O)C2COc3ccccc3O2)c2ccccc21 (stereo not given),-4%,52,4,-1%,4%,4.6,57,-4%,1.1%,0.0%,i,-15,
CO/N=C(\Cn1ncc(N2CCCC2)c(Br)c1=O)c1ccc(Cl)cc1,1%,5,12,-12%,-3%,0.8,41,-2%,-0.7%,1.6%,i,-3,
Cc1ccnc(N2C(=O)CSC2c2ccc(Cl)cc2)c1 (stereo not given),3%,-7,-22,-1%,-9%,-1.2,70,-4%,1.4%[50 µM],2.2%,i,-4,
COCc1cc(CN2CCCC(C(=O)Nc3ccc(-c4ccco4)cc3)C2)ccc1OC (stereo not given),-10%,.,.,-16%,17%,0.5,80,-9%,0.3%,1.5%,.,.,
C/C(=N\NC(=O)C1CC1)c1ccc(OC(F)F)cc1OC(F)F,-5%,.,.,-2%,-1%,1.5,49,-4%,0.2%,55%,.,.,

# Reprinted from the part before: two entries, followed by the next part.
SMILES,LYP inhibition,WT yeast gro inh,WT yeast gro inh mutant strain,GPR35 arrestin U2OS,AID2073,NTR1 agonist,NTR1 agonist cell count 20 µM,NS5 inhibitors,K1F lysis inhibition,RSV antiviral HEp-2,Autophagy mod,Autophagy mod cell loss 18 h,others
COCc1cc(CN2CCCC(C(=O)Nc3ccc(-c4ccco4)cc3)C2)ccc1OC (stereo not given),-10%,.,.,-16%,17%,0.5,80,-9%,0.3%,1.5%,.,.,
C/C(=N\NC(=O)C1CC1)c1ccc(OC(F)F)cc1OC(F)F,-5%,.,.,-2%,-1%,1.5,49,-4%,0.2%,55%,.,.,
COC(=O)c1oc2ccccc2c1-n1cccc1,-6%,-16,-7,0%,?,0.9,69,-2%,1.7%,0.8%,i,-18,
CC(Oc1ccc(-c2nccc(-c3ccccn3)n2)cc1)C(=O)NN (stereo not given),-3%,7,0,-7%,8%,0.6,63,-1%,0.8%,1.2%,i,12,
CC(NC(=O)CN1C(=O)NC(Cc2ccccc2)(Cc2ccccc2)C1=O)C12CC3CC(CC(C3)C1)C2 (stereo not given),0%,37,6,16%,-8%,3.9,22,0%,1.2%,5.8%,i,1,
O=C(NCc1ccc(Cl)s1)c1cc(COc2c(F)cccc2F)on1,-6%,0,-10,5%,?,0.5,40,2%,-0.6%,0.1%,i,20,
c1c(C2CCCCC2)n[nH]c1CN1CCCCC1,-1%,-6,-11,0%,-6%,-0.8,72,-8%,0.4%,0.6%,i,-4,
Cc1ccc2nc(-c3ccc(N4C(=O)CC(N5CCC(C(N)=O)CC5)C4=O)cc3)sc2c1 (stereo not given),-6%,-21,-13,0%,27%,2.0,39,.,.,?,i,11,
CC(C)(CNC(=O)c1cccc(S(=O)(=O)Nc2ccc(Br)cc2)c1)N1CCOCC1,.,.,.,.,.,0.7,58,-7%,1.4%[50 µM],5.5%,.,.,
COCCn1c(SCc2cccc([N+](=O)[O-])c2)nc2ccccc2c1=O,-5%,.,.,-3%,13%,6.3,79,-3%,0.1%,?,.,.,
CCOc1cc(C(=O)N2CCN(c3ccc(C(C)=O)cc3)CC2)cc(OCC)c1OCC,0%,-5,-10,-11%,0%,0.0,57,-1%,-1.9%,-1.2%,i,5,
Cc1c(N2C(=O)c3ccccc3C2(O)c2ccccc2)c(=O)n(-c2ccccc2)n1C (stereo not given),-4%,.,.,-7%,7%,1.0,62,-1%,0.3%,-0.2%,.,.,
CN(C)S(=O)(=O)c1ccc(Cl)c(NC(=O)C2CCN(S(=O)(=O)c3cccs3)CC2)c1,.,.,.,.,.,14,57,1%,1.0%[50 µM],0.1%,.,.,
CCc1nnc(NS(=O)(=O)c2ccc(NC(=O)c3cccc([N+](=O)[O-])c3)cc2)s1,-3%,.,.,10%,10%,0.2,71,3%,-0.2%,0.0%,.,.,
Cc1ccc(S(=O)(=O)N(C)CC(=O)N2CCCc3ccccc32)cc1,0%,0,-6,0%,2%,2.4,70,4%,0.2%,1.3%,i,4,
COC(=O)[C@H](C)NC(=O)Nc1ccc(C)c(C)c1,-7%,-13,11,1%,-2%,0.5,51,-2%,0.9%,0.7%,i,-12,
COc1cccc(C#Cc2c(CO)[nH]c3ccccc23)c1,.,.,.,.,.,-1.6,61,-12%,0.3%,1.1%,.,.,
CCn1cc(/C=N\NC(=O)Cc2ccc([N+](=O)[O-])cc2)c(C)n1,1%,-2,-4,23%,6%,-1.0,71,-4%,1.4%[50 µM],1.7%,i,8,
CN(C)c1ccc(/C=N/OC(=O)Nc2ccccc2Cl)cc1,-2%,4,-1,-15%,-15%,-2.7,54,-8%,0.0%,-0.9%,i,13,
COc1cccc2c(SCC(=O)N/N=C/c3ccccc3)cc(C)nc12,-2%,-2,5,13%,-4%,3.2,49,-4%,-1.1%,0.8%,i,7,
O=C1c2ccccc2C(=O)N1CCCCN(C(=O)c1cc2ccccc2oc1=O)c1ccc(F)cc1F,-2%,27,-16,-6%,-4%,4.2,65,1%,0.3%[50 µM],?,i,13,
CCOC(=O)c1c(NC(=O)CSc2nnc(-c3ccccc3)n2CC)sc(C(C)=O)c1C,-1%,19,-3,-14%,4%,1.9,58,-8%,-0.1%[50 µM],-0.3%,i,-1,
CCN1/C(=C2\C(=O)N(C)C(=S)N2c2ccccc2)C=Cc2ccccc21,-8%,.,.,-3%,-35%,4.0,52,28%,-0.5%,2.0%,.,.,
CCN(CC)CCCNC(=O)c1ccc(N2CCCCC2)c(NS(=O)(=O)c2ccc(C)cc2)c1,-7%,-11,-12,16%,-3%,1.4,48,-5%,-0.1%,-1.8%,i,27,
O=C(COC(=O)Cn1cnc2ccccc21)NCCc1ccc(Cl)cc1,-9%,1,4,4%,?,3.0,86,-1%,0.2%,0.6%,i,-2,
COc1ccccc1OCC(=O)Nc1ccc(NC(=O)COc2ccccc2OC)cc1,-7%,.,.,-2%,27%,2.5,59,-5%,0.9%,2.0%,.,.,

# Bioassay records (PubChem)
